High-throughput results from PubChem BioAssay.
CHT allo act = human CHT allosteric activation | 310,000 tested, 0.49% active | CHT-expressing cells, membrane potential dye, choline EC20; stronger effect = higher value; LV-AA mutant CHT in HEK293 cells | AID 488977 | B-score at 10 µM | Q9GZV3;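 active = initial fluorescence not abnormally high and integrated response B-score, plate-corrected, over 3 SD above library mean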
Target sequence (Q9GZV3 whole entry, looked up): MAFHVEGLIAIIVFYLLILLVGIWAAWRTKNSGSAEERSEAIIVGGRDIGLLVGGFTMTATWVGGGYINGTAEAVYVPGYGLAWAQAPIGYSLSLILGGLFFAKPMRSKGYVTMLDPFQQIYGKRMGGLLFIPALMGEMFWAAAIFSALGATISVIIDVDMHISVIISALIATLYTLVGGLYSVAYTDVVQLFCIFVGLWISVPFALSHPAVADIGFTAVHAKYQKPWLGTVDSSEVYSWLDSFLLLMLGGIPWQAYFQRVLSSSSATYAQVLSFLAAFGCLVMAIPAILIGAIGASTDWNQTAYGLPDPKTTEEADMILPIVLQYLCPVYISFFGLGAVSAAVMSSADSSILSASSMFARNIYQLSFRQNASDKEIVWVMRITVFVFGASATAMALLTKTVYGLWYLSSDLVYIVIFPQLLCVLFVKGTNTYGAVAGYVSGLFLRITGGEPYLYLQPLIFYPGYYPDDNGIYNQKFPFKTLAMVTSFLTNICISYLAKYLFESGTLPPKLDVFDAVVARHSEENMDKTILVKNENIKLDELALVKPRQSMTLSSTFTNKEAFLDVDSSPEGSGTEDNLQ
OX1R antagonist = human HCRTR1 antagonism. CHO/OX1R cells, Fluo-8 calcium fluorescence, orexin A. inhibition, % at 5 µM. O43613. 330,000 tested, 0.43% active;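 active = inhibition above its plate's threshold, mean inhibition of all tested compounds on the plate plus 3 SD, cut at about 37% in these data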;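 also: 0% = orexin A challenge wells and 100% = SB-334867-A antagonist wells; not every result past the cut was called active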
Target sequence (O43613 whole entry, looked up): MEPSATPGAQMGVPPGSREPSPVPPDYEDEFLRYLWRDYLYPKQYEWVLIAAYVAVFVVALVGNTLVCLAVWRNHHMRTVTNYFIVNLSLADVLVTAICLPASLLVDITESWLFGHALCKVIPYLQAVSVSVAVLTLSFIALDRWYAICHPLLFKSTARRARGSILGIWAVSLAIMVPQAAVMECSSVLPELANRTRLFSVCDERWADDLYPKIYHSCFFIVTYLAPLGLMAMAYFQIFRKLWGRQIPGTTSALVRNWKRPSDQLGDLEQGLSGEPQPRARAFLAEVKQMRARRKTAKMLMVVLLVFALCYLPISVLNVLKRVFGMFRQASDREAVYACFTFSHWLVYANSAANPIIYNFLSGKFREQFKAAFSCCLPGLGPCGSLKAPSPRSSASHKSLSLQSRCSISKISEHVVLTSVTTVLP
The depositor's hits bear a star. Compounds were not picked by outcome; any-hit rate near 0.8%.

`N#CCCN(CCN1CCCC1)S(=O)(=O)c1ccc(-c2ccc([N+](=O)[O-])cc2)cc1` gave CHT allo act inactive and OX1R antagonist -16.4.
CC(=O)NC12CC3CC(C1)CC(C(=O)Nc1nccs1)(C3)C2 was read as CHT allo act inactive and OX1R antagonist -18.3.
For Cc1cc(SCC(=O)OCC(=O)N2CCN(C(=O)c3ccco3)CC2)c(C)cc1Br the results were CHT allo act inactive and OX1R antagonist -22.4.
CC1CN(CCCCSc2ccccc2)CC(C)O1 (stereo not given) was read as CHT allo act inactive and OX1R antagonist -8.5.
Screening CC1CCN(C(=O)c2ccc3c(c2)OCCO3)CC1 returned CHT allo act inactive and OX1R antagonist -23.1.
Screening COCCCNC(=O)Cc1ccc(S(=O)(=O)N2CCOCC2)s1 returned OX1R antagonist -0.1.
CCOc1ccccc1N1CCN(Cc2ccc(OC)c(OC)c2OC)CC1 was read as CHT allo act inactive and OX1R antagonist -24.7.
COc1cc(C(=O)Nc2ccc(S(=O)(=O)Nc3onc(C)c3C)cc2)cc(OC)c1OC was read as CHT allo act inactive and OX1R antagonist -5.8.
`O=C(CSc1nnc2ccccn12)c1ccc(Cl)cc1` gave CHT allo act inactive and OX1R antagonist -34.1.
`Cc1nc2ncnn2c(C)c1CCC(=O)NCCC1=CCCCC1` gave CHT allo act inactive and OX1R antagonist -3.4.
For O=C1CCC2CCCCC2(O)O1 (stereo not given) the results were CHT allo act inactive and OX1R antagonist -7.7.
`CCCC(=O)Nc1c(O)c2ccccc2[nH]c1=O` gave CHT allo act inactive and OX1R antagonist -8.0.
For Cc1ccc(OCC(=O)Nc2nnc(S(=O)(=O)N3CCCCC3)s2)cc1 the results were CHT allo act inactive and OX1R antagonist -12.9.
O=C(N1CCN(c2cccc(Cl)c2)CC1)C1(c2cccs2)CCOCC1 was read as CHT allo act inactive and OX1R antagonist -24.8.
`CCCN1C(=O)/C(=c2\sc3nc(=O)c(Cc4ccc(C)cc4)nn3c2=O)c2ccccc21` gave CHT allo act inactive and OX1R antagonist -12.1.
O=C(O)c1cccc(NS(=O)(=O)c2cc(S(=O)(=O)c3ccc(Cl)cc3)ccc2Cl)c1 was read as CHT allo act inactive and OX1R antagonist -9.8.
CCN(CCO)Cc1cn[nH]c1-c1ccc(C)c(C)c1 was read as CHT allo act inactive and OX1R antagonist -9.3.
For O=c1c2cc(-c3ccccc3)sc2ncn1-n1cccc1 the results were CHT allo act inactive and OX1R antagonist -22.0.
Screening CCc1ccc(CN(C)C(C)C(=O)NCc2ccccc2)cc1 (stereo not given) returned CHT allo act inactive.
Screening CN(Cc1cn[nH]c1-c1ccc2c(c1)OCO2)C1CCOCC1 returned CHT allo act inactive and OX1R antagonist -9.4.
COc1ccc(C(=O)Nc2nc3ccccc3s2)c(OC)c1 was read as CHT allo act inactive and OX1R antagonist -0.1.
CC1(C)CCC[C@@]2(C)CC=C(C(=O)O)[C@@H]3C[C@]312 was read as CHT allo act inactive and OX1R antagonist -4.2.
For O=C(NCCCN1CCOCC1)c1cccs1 the results were CHT allo act inactive and OX1R antagonist -6.8.
CCOP(=O)(OCC)c1nc(-c2ccc(Cl)cc2Cl)oc1N1CCOCC1 was read as CHT allo act inactive and OX1R antagonist -9.2.
`Cc1cc(C(=O)N2CCc3ccccc32)n(-c2ccccc2)n1` gave CHT allo act inactive and OX1R antagonist -10.5.
Screening Cc1cc2oc(=O)cc(CN3CCN(S(=O)(=O)c4cccs4)CC3)c2cc1C(C)C returned CHT allo act inactive and OX1R antagonist -30.3.
COCC(=O)N1CCC(n2nccc2NC(=O)CCOc2ccccc2)CC1 was read as CHT allo act inactive and OX1R antagonist -12.1.
Screening NC(=O)Cn1cc(/C=N\NS(=O)(=O)c2ccccc2)c2ccccc21 returned CHT allo act inactive.
O=Cc1c(N2CCOCC2)nc2ccccn2c1=O was read as CHT allo act inactive and OX1R antagonist -2.1.
CNS(=O)(=O)c1cc2c3c(cccc3c1)C(=O)NC2=O was read as CHT allo act inactive and OX1R antagonist -1.7.
NC(=O)C[C@H](N)c1cn([C@@H](CC(N)=O)C(=O)N2CCNCC2)nn1 was read as CHT allo act inactive and OX1R antagonist -6.5.
For CC(C)OC(=O)c1cccc2c1C(=O)c1ccccc1-2 the results were CHT allo act inactive and OX1R antagonist -18.0.
Screening NC(=S)N/N=C/c1ccc(-c2cc(Cl)ccc2Cl)o1 returned CHT allo act inactive and OX1R antagonist -5.0.
Screening CCn1c(=S)sc2c(=O)n(CC(=O)NC(C)CCc3ccccc3)c(C)nc21 (stereo not given) returned CHT allo act inactive and OX1R antagonist -13.5.
COc1ccc(OC)c(CNc2c(C=O)c(=O)[nH]c3ccccc23)c1 was read as CHT allo act inactive and OX1R antagonist -8.9.
Screening Cc1ccc(Cl)cc1N1CCN(C(=O)c2ccc(NC3=NC4CS(=O)(=O)CC4S3)cc2)CC1 (stereo not given) returned CHT allo act inactive and OX1R antagonist -1.2.
Screening O=C(NCc1ccco1)c1cc(-c2ccccc2)nc2ccccc12 returned CHT allo act inactive and OX1R antagonist -30.4.
`CN(C)C(=O)c1cn(-c2ccccc2)nc1-c1cc2ccccc2o1` gave CHT allo act inactive and OX1R antagonist -28.8.
For c1nc(NCC2CCCO2)c2[nH]cnc2n1 (stereo not given) the results were CHT allo act inactive and OX1R antagonist -9.2.
Screening NC(=O)c1c(NC(=O)c2cccnc2)sc2c1CCCC2 returned CHT allo act inactive and OX1R antagonist -24.6.
Cc1ccc(NC(=O)N/C=C/c2ccco2)cc1 was read as CHT allo act inactive and OX1R antagonist 0.1.
Screening CCC1CN(C(=O)N2CCC(C(=O)NCc3cccc(F)c3)CC2)c2ccccc2O1 (stereo not given) returned CHT allo act inactive and OX1R antagonist -30.0.
`NS(=O)(=O)c1ccc(CCNC(=O)CSc2ccc3ccccc3c2)cc1` gave CHT allo act inactive and OX1R antagonist -3.1.
`Cc1ccc(SCc2ccc(C(=O)Nc3cccc([N+](=O)[O-])c3)cc2)cc1` gave CHT allo act inactive and OX1R antagonist 14.1.
O=C(NCc1nnnn1-c1ccc(F)cc1)C1CC(=O)N(c2ccc(F)cc2)C1 (stereo not given) was read as CHT allo act inactive and OX1R antagonist -18.5.
`Cc1ccc(-c2csc(NCCc3nc4cc(Cl)c(Cl)cc4n3CCCO)n2)cc1` gave CHT allo act inactive and OX1R antagonist -29.0.
`NC(=O)CSc1nnc(-c2cccc(S(=O)(=O)N3CCOCC3)c2)n1C1CCCCCC1` gave CHT allo act inactive and OX1R antagonist -15.8.
Screening COc1ccccc1CCNC(=O)c1ccccc1SCC(=O)N1CCCC1 returned OX1R antagonist -23.3.

For convenience, some entries already given.
Screening O=C(NCc1ccco1)c1cc(-c2ccccc2)nc2ccccc12 returned CHT allo act inactive and OX1R antagonist -30.4.
`CN(C)C(=O)c1cn(-c2ccccc2)nc1-c1cc2ccccc2o1` gave CHT allo act inactive and OX1R antagonist -28.8.
For c1nc(NCC2CCCO2)c2[nH]cnc2n1 (stereo not given) the results were CHT allo act inactive and OX1R antagonist -9.2.
Screening NC(=O)c1c(NC(=O)c2cccnc2)sc2c1CCCC2 returned CHT allo act inactive and OX1R antagonist -24.6.
Cc1ccc(NC(=O)N/C=C/c2ccco2)cc1 was read as CHT allo act inactive and OX1R antagonist 0.1.
Screening CCC1CN(C(=O)N2CCC(C(=O)NCc3cccc(F)c3)CC2)c2ccccc2O1 (stereo not given) returned CHT allo act inactive and OX1R antagonist -30.0.

Quoted at random: three entries already listed, in no set order.
CC1(C)CCC[C@@]2(C)CC=C(C(=O)O)[C@@H]3C[C@]312 was read as CHT allo act inactive and OX1R antagonist -4.2.
Screening COc1ccccc1CCNC(=O)c1ccccc1SCC(=O)N1CCCC1 returned OX1R antagonist -23.3.
`Cc1cc(C(=O)N2CCc3ccccc32)n(-c2ccccc2)n1` gave CHT allo act inactive and OX1R antagonist -10.5.

Further records.
`CC(=O)Nc1ccc(S(=O)(=O)NNC(=O)c2cccc(Cl)c2)cc1` gave CHT allo act inactive and OX1R antagonist -15.0.
CCC(CC)c1nnc(NC(=O)c2cccnc2SC)s1 was read as CHT allo act inactive and OX1R antagonist -29.6.
`O=C(CCn1c(=O)c2cccn2c2cccnc21)N1CCN(c2cccc(Cl)c2)CC1` gave CHT allo act inactive and OX1R antagonist -32.4.
For C/C(N)=C(/C#N)C(=O)COC(=O)c1ccccc1O the results were CHT allo act inactive and OX1R antagonist -8.4.
`CCC/C(=N\NC(=O)c1cccc(C)c1)c1ccccc1` gave CHT allo act inactive and OX1R antagonist -1.2.
`C=CCn1c2ccccc2c2nnc(SCc3[nH]c(=O)[nH]c3C(=O)CCCCC(=O)OCC)nc21` gave CHT allo act inactive and OX1R antagonist -22.3.
O=C(NCCc1ccncc1)Nc1ccc(F)cc1 was read as CHT allo act inactive and OX1R antagonist 3.7.
O=C(COc1ccc(Cl)cc1)Nc1ccccc1C(=O)NCc1ccco1 was read as CHT allo act inactive and OX1R antagonist -13.4.
For Cc1nc2nc(SCC(=O)NCc3ccco3)nn2c(C)c1Cc1c(F)cccc1Cl the results were CHT allo act inactive and OX1R antagonist -38.9.
`COc1ccc(C(=O)NC2CCSc3ccccc32)cc1S(=O)(=O)N1CCOCC1` (stereo not given) gave CHT allo act inactive and OX1R antagonist -40.3.
`CCOc1ccc(C(=O)NCC(=O)NNC(=O)c2cc(C)oc2C)cc1OCC` gave OX1R antagonist 1.9.
Cc1ccc(NC(=O)COC(=O)Cn2cnc3c2c(=O)n(C)c(=O)n3C)c(Cl)c1 was read as CHT allo act inactive and OX1R antagonist -4.6.
Screening CCCN(CC(=O)Nc1ccccc1C)C(=O)c1ccc(C)c(S(=O)(=O)N2CCCCC2)c1 returned CHT allo act inactive and OX1R antagonist -27.7.
`CCc1c(C)nc2ncnn2c1NCCc1ccc(OC)cc1` gave CHT allo act inactive and OX1R antagonist 10.0.
Screening CS(=O)(=O)N1CCCC(C(=O)Nc2ccc(F)cc2F)C1 (stereo not given) returned CHT allo act inactive and OX1R antagonist -1.4.
For CCCCC1=CC2=CC(=O)C(C)(OC(=O)CC)C(=O)C2=CN1CCCOC(C)C (stereo not given) the results were CHT allo act inactive and OX1R antagonist -10.4.
Screening O=C(Cc1cccs1)N1CCN=C1SCc1ccccc1F returned CHT allo act inactive and OX1R antagonist -15.4.
CCN(CC)C(=O)c1cnn(-c2ccccc2)c1NC(=O)c1ccco1 was read as CHT allo act inactive and OX1R antagonist -11.6.
For CCc1cc2c(=O)n(CCC(C)C)c(=S)[nH]c2s1 the results were CHT allo act inactive and OX1R antagonist -32.6.
CCOC(=O)C1CCN(CC(=O)Nc2c(C(=O)OC)[nH]c3cccc(Cl)c23)CC1 was read as CHT allo act inactive and OX1R antagonist -16.3.
For CCCn1c(SCC(=O)Nc2nc3c(s2)CCCC3)nc2c1c(=O)n(C)c(=O)n2C the results were CHT allo act inactive and OX1R antagonist -20.5.
Screening COc1ccc(C(C(=O)NC2CCCCC2)N(C(=O)c2cccs2)c2ccc3c(c2)OCO3)cc1 (stereo not given) returned CHT allo act inactive and OX1R antagonist -17.4.
Screening Cc1cc(C)n(-c2ccc(S(=O)(=O)N3CCOCC3)cc2[N+](=O)[O-])n1 returned CHT allo act inactive and OX1R antagonist -11.3.
Cc1ccc(S(=O)(=O)Nc2c(C)nc3nc(C)[nH]n3c2=O)cc1 was read as CHT allo act inactive and OX1R antagonist 5.6.
OC1CCN(c2cc(-c3ccccc3)nc3cc(-c4ccc(F)cc4)nn23)CC1 was read as CHT allo act inactive and OX1R antagonist -26.3.
`COc1ccc(NC(=O)C(NC(=O)c2ccccc2)C(C)C)cc1` (stereo not given) gave CHT allo act inactive and OX1R antagonist -29.5.
O=C(c1ccc2c(=O)n(C3CCCC3)c(=S)[nH]c2c1)N1CCN(C2CCCCC2)CC1 was read as CHT allo act inactive and OX1R antagonist -21.8.
`O=C(OCC(=O)c1c[nH]c2ccccc12)c1cccc(S(=O)(=O)N2CCCCCC2)c1` gave CHT allo act inactive and OX1R antagonist -9.8.
Screening O=[N+]([O-])c1cccc(CSc2cccc[n+]2[O-])c1 returned CHT allo act inactive and OX1R antagonist -7.9.
For Cc1ccnc(SC2CC(=O)N(c3ccc(Cl)cc3)C2=O)n1 (stereo not given) the results were CHT allo act inactive.
For CCOc1ccc(N2CC(C(=O)N3CCN(c4ccccn4)CC3)CC2=O)cc1 (stereo not given) the results were CHT allo act inactive and OX1R antagonist -21.4.
Screening COC(=O)C(CO)Nc1ncnc2onc(-c3ccc(F)cc3)c12 (stereo not given) returned CHT allo act inactive and OX1R antagonist -13.2.
Screening CC(C)(Oc1ccc(Cl)cc1)C(=O)NC1=NN(c2ccccc2)C(=O)C1 returned CHT allo act inactive and OX1R antagonist -16.4.
O=C(O)COc1ccc(NC(=O)c2ccc(NC(=O)c3ccco3)cc2)cc1 was read as CHT allo act inactive and OX1R antagonist -15.0.
For Cc1cc(C)n2nc(SCCOc3ccc(F)cc3)nc2n1 the results were CHT allo act inactive and OX1R antagonist -12.5.
Cn1nnc2cc(C(=O)N3CCN(c4ccccn4)CC3)ccc21 was read as CHT allo act inactive and OX1R antagonist -8.7.
`CC1CCCN(C(=O)CCc2nnc(-c3ccc4c(c3)OCO4)o2)C1` (stereo not given) gave CHT allo act inactive and OX1R antagonist -14.0.
CCOC(=O)C(Cc1ccc(NC(=O)/C(=C/c2ccccc2)NC(=O)c2ccccc2)cc1)N1C(=O)c2ccccc2C1=O (stereo not given) was read as CHT allo act inactive and OX1R antagonist -20.6.
Screening O=C(NC1CCCC1)C(c1ccccn1)N(Cc1ccccc1F)C(=O)c1csnn1 (stereo not given) returned CHT allo act inactive and OX1R antagonist -22.0.
Clc1ccc(Cn2ncc3c(NCc4ccco4)ncnc32)c(Cl)c1 was read as CHT allo act inactive and OX1R antagonist 18.2.
`COc1ccc(-c2[nH]c(-c3cc(OC)c4c(c3)OCO4)nc2-c2ccccc2)cc1` gave CHT allo act inactive and OX1R antagonist -8.7.
`CCN(C(=O)c1ccco1)c1nnc(-c2ccc(OC)cc2)s1` gave CHT allo act inactive and OX1R antagonist 12.8.
